NR2F2 inh – inhibitors of human COUP-TFII (NR2F2) | 370,000 compounds, 0.7% hits | AID 686940 | HEK293T NGFI-A luciferase reporter, luminescence | inhibition, % at 8.6 µM;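 active = inhibition above a per-plate cutoff, mean inhibition of test wells between control levels plus 3 SD, cut at about 38% in these data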;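 note: cells cotransfected with COUP-TFII expression vector driving the NGFI-A reporter; 0% = median of COUP-TF2 test wells and 100% = reporter-only cells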
TWEAK Fn14 block – TWEAK-Fn14 signaling inhibition; AID 1159606; 360,000 compounds, 2% hits; TWEAK-stimulated Fn14 reporter cells, luciferase luminescence, 8 h; inhibition, % at 10 µM; in the data active = inhibition above about 50%
ABHD5 PLIN5 PPI – ABHD5-PLIN5 protein interaction inhibition | Q00G26+Q8WTS1 | Split G. princeps luciferase complementation, luminescence, 4 h | inhibition, % at 4 µM | 360,000 compounds, 0.78% hits | AID 602281;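 active = inhibition above the mean inhibition across every tested compound plus 3 SD, cut at about 22% in these data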;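 note: 0% = DMSO only wells and the 100% control is not disclosed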
Target sequence (Q00G26 whole entry, looked up): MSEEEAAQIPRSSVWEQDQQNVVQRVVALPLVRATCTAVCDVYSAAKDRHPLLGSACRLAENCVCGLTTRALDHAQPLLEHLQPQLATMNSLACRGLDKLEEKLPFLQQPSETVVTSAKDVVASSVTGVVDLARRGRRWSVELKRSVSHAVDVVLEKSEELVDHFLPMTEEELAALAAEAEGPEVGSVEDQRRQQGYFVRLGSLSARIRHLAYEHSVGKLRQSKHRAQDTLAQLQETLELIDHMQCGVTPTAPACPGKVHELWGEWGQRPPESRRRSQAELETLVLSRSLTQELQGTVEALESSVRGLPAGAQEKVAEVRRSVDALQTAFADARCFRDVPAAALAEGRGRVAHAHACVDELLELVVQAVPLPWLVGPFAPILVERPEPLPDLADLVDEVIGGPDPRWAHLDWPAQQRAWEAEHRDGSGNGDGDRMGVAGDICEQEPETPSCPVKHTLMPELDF
Target sequence (Q8WTS1 whole entry, looked up): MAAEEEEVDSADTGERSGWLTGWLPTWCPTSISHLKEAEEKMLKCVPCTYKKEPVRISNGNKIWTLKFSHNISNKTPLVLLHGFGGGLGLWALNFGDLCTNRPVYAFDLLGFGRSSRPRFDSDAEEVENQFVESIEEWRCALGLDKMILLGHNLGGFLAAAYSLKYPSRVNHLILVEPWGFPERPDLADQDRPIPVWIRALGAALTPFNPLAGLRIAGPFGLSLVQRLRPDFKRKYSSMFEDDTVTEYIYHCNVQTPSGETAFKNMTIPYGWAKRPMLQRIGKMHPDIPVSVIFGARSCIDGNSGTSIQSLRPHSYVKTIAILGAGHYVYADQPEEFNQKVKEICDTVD
TLR9-MyD88 inh – TLR9-MyD88 interaction inhibition; 340,000 compounds, 0.21% hits; CHO BLA complementation TLR9-MyD88, CCF4 FRET ratio; inhibition, % at 4.98 µM; AID 504734;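 active = inhibition above the mean over all tested compounds plus 3 SD, cut at about 21% in these data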;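 note: 0% = DMSO only wells and 100% = clavulanate BLA inhibitor control wells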
NCOA2 inhibitor – inhibits human steroid receptor coactivator 2; HEK293 GAL4-SRC2 luciferase reporter, luminescence; inhibition, % at 9 µM; 370,000 compounds, 0.17% hits;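 active = inhibition above the mean inhibition of all tested compounds plus 3 SD, set per campaign, cut at about 52% in these data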;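 note: 0% = DMSO treated cells and 100% = cells given Gossypol at 36 µM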
SRC1 inh – inhibitors of human steroid receptor coactivator 1 (SRC1). 360,000 compounds, 0.12% hits. AID 588354. HEK293 GAL4-SRC1 luciferase reporter, luminescence. Q15788. inhibition, % at 3.6 µM;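 active = inhibition above the campaign mean plus 3 SD, with each screening campaign given its own cutoff, cut at about 60% in these data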;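 note: 0% = DMSO treated cells and 100% = gossypol at 36 µM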
NOD2 RIPK2 PPI – NOD2-RIPK2 protein interaction inhibition. AID 624267. inhibition, % at 4.98 µM. O43353. 360,000 compounds, 0.38% hits. CHO BLA complementation NOD2-RIPK2, CCF4 ratio; in the data active = inhibition above about 21%;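 note: 0% = vehicle only and 100% = reference blocker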
LRH-1 inv ag – suppresses constitutive activity of human LRH-1 | 360,000 compounds, 0.13% hits | O00482 | inhibition, % at 3.6 µM | AID 602396 | HEK293T StAR-luciferase reporter, LRH-1 transfected, 24 h;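 active = inhibition above the mean inhibition of all tested compounds plus 3 SD, cut at about 73% in these data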;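 note: 0% = DMSO wells and 100% = reporter-only cells lacking LRH-1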
NCOA3 inh – human NCOA3 inhibition; HEK293 GAL4-SRC3 luciferase reporter, luminescence; inhibition, % at 3.6 µM; 360,000 compounds, 0.17% hits;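 active = inhibition above a per-campaign cutoff, the mean of all compounds plus 3 SD, cut at about 60% in these data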;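 note: 0% = DMSO-treated cells and 100% = gossypol-treated cells at 36 µM; higher means less SRC3-driven luciferase light from the GAL4 reporter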
Granule exo inh – lytic granule exocytosis inhibition; TALL-104 LAMP-1 surface exposure, flow cytometry; cells stimulated with thapsigargin and PMA; inhibition, % at 10 µM; 360,000 compounds, 0.66% hits; AID 651702;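 active = inhibition above about 55%, limit read from the data; inconclusive = no clear call, values can overlap the other calls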
TROY NFkB inh – blocks TROY-dependent signaling in reporter cells | Q293 LMP1-TROYcd NF-kB luciferase reporter, 4 h | inhibition, % at 10 µM | 360,000 compounds, 0.98% hits | AID 1347056;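 active = compounds whose plate-normalised and pattern-corrected inhibition of the luciferase reporter signal at the single screening dose is 50% or more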
* = called active by the depositor; ? = inconclusive; / = not tested or not shown. Only part of the results is shown; rates above refer to the full screens.

No.	SMILES	NR2F2 inh	TWEAK Fn14 block	ABHD5 PLIN5 PPI	TLR9-MyD88 inh	NCOA2 inhibitor	SRC1 inh	NOD2 RIPK2 PPI	LRH-1 inv ag	NCOA3 inh	Granule exo inh	TROY NFkB inh
1	CC(CNC(=O)c1cc(COc2c(F)cccc2F)on1)c1ccccc1 (stereo not given)	-3	-3	-4	3	-34	-5	-3	6	-55	-1	-3
2	CC(C)c1ccc(C2N3CC4([N+](=O)[O-])CN2CC([N+](=O)[O-])(C3)C4(C)C)cc1 (stereo not given)	-8	6	-1	-9	-4	2	-3	-4	4	-7	-1
3	CCN1CCN(C(=O)CN(Cc2ccccc2)S(C)(=O)=O)CC1	1	-3	3	2	-16	-25	-3	-4	8	2	13
4	Cc1nc(SCc2ccccc2F)c2oc3ccccc3c2n1	8	-20	0	-3	-9	-1	-3	16	13	0	-21
5	COc1ccc(CNC(=O)C2=CC(c3ccc(OC)c(OC)c3)=NS(=O)(=O)N2C)cc1	-1	-11	-3	4	-3	-5	-3	-6	-4	2	5
6	CCCCC(=O)N(c1ccc(C(=O)O)cc1)c1nc(-c2ccc(Cl)cc2)c(CC)s1	-1	-26	-6	1	12	-13	-2	6	4	8	-12
7	COc1cc2cc(CN(CCN3CCCC3)C(=O)Nc3ccccc3Cl)c(=O)[nH]c2cc1OC	-6	-9	4	0	12	6	4	3	-44	0	-6
8	C/C(=N/NC(=O)c1ccco1)c1cccc(NC(=O)c2ccc(C)s2)c1	-43	-24	-6	-5	-38	-106	4	-132	-49	-7	-42
9	CCC1(C)Cc2c(sc3nc(SC)n(Cc4ccccc4)c(=O)c23)CO1 (stereo not given)	6	-18	-3	-8	-22	-8	-19	-8	-8	30	-3
10	CCOC(=O)c1cnc2c(c(C)nn2C)c1Oc1ccc(Cl)cc1	-4	27	4	-7	15	0	1	-11	16	-1	0
11	CC1CCCC(NC(=O)C2CCN(S(=O)(=O)N3CCOCC3)CC2)C1C (stereo not given)	5	-22	0	3	-24	-2	12	11	14	-1	-15
12	C/C(=N\NC(=O)C1CC1)c1cccnc1	3	0	-1	-5	-26	-8	-6	-10	22	-1	2
13	O=S(=O)(O)c1nc2ccccc2n1Cc1ccc(Cl)cc1	1	2	-5	-5	4	-5	-6	-9	4	-1	15
14	CCC(=O)c1ccc(OC(=O)c2cccs2)cc1	-1	-11	-1	-1	-17	-18	-1	4	18	-1	0
15	CCC/C(O)=C1\C(=O)CCCC1=NCCc1c(C)[nH]c2ccc(OC)cc12	-10	-2	1	-3	-13	9	-4	-6	15	-7	-17
16	CC(NC(=S)NC1CCCCC1)C(c1ccccc1)N1CCOCC1 (stereo not given)	0	5	-1	4	10	-20	17	5	9	-3	-10
17	Cc1ccc(-c2csc3ncn(CC(=O)O)c(=O)c23)cc1C	0	0	5	6	4	-40	14	-10	-7	-8	14
18	CN(C)CCN(Cc1ccccc1)C(=O)[C@H](Cc1ccccc1)N1C(=O)c2ccccc2C1=O	-13	10	6	8	8	-18	10	-4	-10	16	-7
19	COc1ccc(CNS(=O)(=O)c2ccc(S(=O)(=O)NC3CC3)cc2)cc1	18	5	-1	-10	-7	4	7	4	12	-1	-2
20	COc1cc(CNC(=O)c2cc(-c3ccc(OC)cc3C)n[nH]2)cc(OC)c1	7	-20	-3	/	-7	1	-3	-45	3	6	-9
21	Cn1c(=O)c(C(=O)NC2CCCCCC2)c(O)c2ccccc21	-2	-27	0	8	2	8	-5	2	-15	2	-26
22	Cc1cccc(N(CC(=O)N2CCOCC2)S(C)(=O)=O)c1C	15	11	3	-3	-15	-4	-3	6	11	3	5
23	O=C(NCc1ccco1)c1ccc2ccccc2c1	-18	-5	4	3	-28	-60	-4	-79	-89	-1	-39
24	COc1ccccc1CC(=O)Nc1cc(C)ccn1	-47	9	0	-14	-29	-70	2	-71	-65	-13	34
25	COc1ccc(C(O)c2nc(-c3ccccc3OC)cs2)cc1 (stereo not given)	-14	-12	-4	/	-12	-6	-15	-71	-15	7	-38
26	CC(=O)N1CCC(C(=O)Nc2ccc(S(=O)(=O)N3CCC(C)CC3)cc2)CC1	-16	0	-8	2	-2	17	-1	-20	16	6	2
27	O=C(NCc1ccc(F)cc1)c1cc(C2CCCCN2C(=O)c2ccc(Cl)cc2)on1 (stereo not given)	22	-35	-9	/	-7	-10	-2	1	3	2	15
28	CCOc1cccc(C2NC(=S)NC(C)=C2C(=O)Nc2ccccc2)c1 (stereo not given)	7	8	-7	-10	-5	4	8	-2	5	0	13
29	COC(=O)c1scc(C)c1N/N=C(\C)c1ccc(F)cc1F	3	0	-6	1	-23	-2	3	-2	10	-7	9
30	Cc1cc([N+](=O)[O-])ccc1NC(=O)Cc1ccc(F)cc1	10	12	0	-8	10	-5	-2	-3	3	-2	-5
31	Cc1nc(-c2cccc(Cl)c2)n[nH]1	-16	-14	-2	-13	-20	-7	-2	-17	5	-1	-17
32	O=C(COC(=O)c1ccc(O)cc1)Nc1ccc2[nH]c(=O)[nH]c2c1	6	5	6	4	-16	-3	-1	7	3	-1	-14

Some of these compounds in order of formula weight, falling.
No.	SMILES	NR2F2 inh	TWEAK Fn14 block	ABHD5 PLIN5 PPI	TLR9-MyD88 inh	NCOA2 inhibitor	SRC1 inh	NOD2 RIPK2 PPI	LRH-1 inv ag	NCOA3 inh	Granule exo inh	TROY NFkB inh
7	COc1cc2cc(CN(CCN3CCCC3)C(=O)Nc3ccccc3Cl)c(=O)[nH]c2cc1OC	-6	-9	4	0	12	6	4	3	-44	0	-6
18	CN(C)CCN(Cc1ccccc1)C(=O)[C@H](Cc1ccccc1)N1C(=O)c2ccccc2C1=O	-13	10	6	8	8	-18	10	-4	-10	16	-7
26	CC(=O)N1CCC(C(=O)Nc2ccc(S(=O)(=O)N3CCC(C)CC3)cc2)CC1	-16	0	-8	2	-2	17	-1	-20	16	6	2
19	COc1ccc(CNS(=O)(=O)c2ccc(S(=O)(=O)NC3CC3)cc2)cc1	18	5	-1	-10	-7	4	7	4	12	-1	-2
11	CC1CCCC(NC(=O)C2CCN(S(=O)(=O)N3CCOCC3)CC2)C1C (stereo not given)	5	-22	0	3	-24	-2	12	11	14	-1	-15
20	COc1cc(CNC(=O)c2cc(-c3ccc(OC)cc3C)n[nH]2)cc(OC)c1	7	-20	-3	/	-7	1	-3	-45	3	6	-9
16	CC(NC(=S)NC1CCCCC1)C(c1ccccc1)N1CCOCC1 (stereo not given)	0	5	-1	4	10	-20	17	5	9	-3	-10
25	COc1ccc(C(O)c2nc(-c3ccccc3OC)cs2)cc1 (stereo not given)	-14	-12	-4	/	-12	-6	-15	-71	-15	7	-38
22	Cc1cccc(N(CC(=O)N2CCOCC2)S(C)(=O)=O)c1C	15	11	3	-3	-15	-4	-3	6	11	3	5
29	COC(=O)c1scc(C)c1N/N=C(\C)c1ccc(F)cc1F	3	0	-6	1	-23	-2	3	-2	10	-7	9
24	COc1ccccc1CC(=O)Nc1cc(C)ccn1	-47	9	0	-14	-29	-70	2	-71	-65	-13	34

(cont.)
No.	SMILES	NR2F2 inh	TWEAK Fn14 block	ABHD5 PLIN5 PPI	TLR9-MyD88 inh	NCOA2 inhibitor	SRC1 inh	NOD2 RIPK2 PPI	LRH-1 inv ag	NCOA3 inh	Granule exo inh	TROY NFkB inh
33	C[C@@H]1CN([C@@H](C)CO)C(=O)CCCn2nncc2CO[C@H]1CN(C)C(=O)Nc1ccccc1F	-3	-3	1	1	12	-2	7	-8	6	10	-9
34	CC(OC(=O)CN1C(=O)c2ccccc2C1=O)C(=O)NC1CCCC1 (stereo not given)	-6	12	-2	9	-12	8	-6	-16	5	?	2
35	NCCc1nnc(SCC(=O)Nc2cccc(Cl)c2)o1	-10	-4	-2	-2	16	11	-6	5	7	3	-31
36	CCCCN(C)c1c(N2CCC(C(=O)OCC)CC2)c(=O)c1=O	-4	-8	-6	16	-25	-5	-4	-2	-1	-1	-3
37	CCOc1ccc2nc(NCCO)[nH]c2c1	9	-9	-12	-4	-10	-8	4	13	4	-6	10
38	CC(=O)N/C(=C\c1ccccc1)C(=O)OC(C)C(=O)c1ccccc1 (stereo not given)	-11	8	-4	0	-16	7	-8	-6	4	-5	1
39	COc1ccccc1NS(=O)(=O)c1ccc(C(=O)NCC2(N(C)C)CCCCC2)cc1	-4	8	5	-3	-3	-4	4	-5	10	6	10
40	O=C(NNC(=O)c1ccccc1C(F)(F)F)c1csc(N2CCOCC2)n1	12	-7	1	5	-11	-18	9	14	3	18	7
41	Cc1cnc(C(=O)OCC(=O)Nc2cc(S(=O)(=O)N3CCOCC3)ccc2Cl)cn1	12	-8	2	-5	-12	-9	-12	-9	16	3	-11
42	COc1cc(C=C2CN(C)C(=O)C2=O)ccc1O	3	2	9	-3	-31	-47	-2	2	-14	1	-3
43	COc1ccc(CCN(C)C(=O)CNC(=O)c2ccccc2F)cc1OC	11	-3	0	-6	11	4	4	3	11	-1	10
44	CCOC(=O)[C@H]1[C@H]2COc3ccc(Cl)cc3[C@@H]2N2C(=O)CN(Cc3ccc(C)cc3)C(=O)[C@@]12C	6	0	-19	-3	15	-9	-9	-15	-45	11	-12
45	O=C(c1sc2ccccc2c1Cl)N(Cc1ccccc1)C1CCS(=O)(=O)C1 (stereo not given)	18	-13	2	-13	2	-14	-2	-1	-7	0	-2
46	CCCn1c(N)c(N(CCOC)C(=O)Cc2ccc(S(=O)(=O)N3CCOCC3)s2)c(=O)[nH]c1=O	-6	11	2	4	-26	-4	-4	-6	-6	-6	-3
47	O=C(c1cc(COc2ccc(F)cc2F)on1)N1CCSCC1	-16	-28	1	-7	-42	-63	-7	-81	-76	-1	-109
48	CCN1CCN(C(CNS(=O)(=O)c2ccc(C)cc2)c2cccnc2)CC1 (stereo not given)	11	12	3	-1	-16	1	-9	9	7	-3	8
49	CCCCCNC(=O)CCCCn1c(=O)[nH]c2cc(OCC)c(OCC)cc2c1=O	-3	-16	3	8	-11	-5	-6	13	14	-2	18
50	Cc1ccccc1-c1nnn(Cc2cccc(S(=O)(=O)N3CCOCC3)c2)n1	9	-19	-3	-3	14	2	-9	-9	-7	-1	-12
51	COc1cccc(N2C(=O)[C@H]3C(C(=O)c4cnccn4)=NN[C@H]3C2=O)c1	-5	-4	-6	/	-3	-7	1	-1	-14	7	-22
52	CCCCNC(=O)C1(C)CCCCN1Cc1ccc2ccccc2c1 (stereo not given)	7	-11	-7	/	-10	-4	-5	-2	20	-1	10
53	Cc1ccc(-n2ncc3c2CC(C)(C)CC3NC(=O)Cc2c(C)noc2C)cc1 (stereo not given)	11	14	-5	-9	-28	-11	-5	-9	13	8	-35

Screening data from PubChem BioAssay.
